phage Ecoli inh: growth loss of phage-infected E. coli, primary screen, RecBCD inhibitor project, absorbance, with phage, HTS. actives 0.26% (n = 360,000). inhibition, % at 11.9 µM; in the data active = inhibition above about 11%
* = called active by the depositor. This is a subset; count on the stated rates, not on these rows.

SMILES	phage Ecoli inh
Clc1ccccc1-c1cc2nc(NCc3ccco3)ccn2n1	2.6
COc1ccc(-c2cc(NC=O)c3ncc(-c4cc(OC)c(OC)c(OC)c4)n3c2)cc1	0.9
Cc1cc(C)c2cc(C#N)c(NCCNC(=O)c3ccccn3)nc2c1	0.3
CCOC(=O)C1=CCN(S(=O)(=O)c2ccccc2F)C1c1cccc(Cl)c1 (stereo unspecified)	3.0
O=C(Nc1nnc([C@@H]2C[C@H](O)[C@@H](CO)O2)s1)Nc1cccc2ccccc12	1.6
OC1C2COC(O2)C2OC(c3ccccc3)OC12 (stereo unspecified)	5.2
COc1cccc(-c2cc3nc(NCc4ccccc4F)n(C)c(=O)c3s2)c1	0.0
COc1ccc(C(O)c2ncc(-c3ccccc3F)[nH]2)cc1 (stereo unspecified)	3.6
Cc1ccc(NC(=O)CCS(=O)(=O)c2ccc3nc(C)sc3c2)c(C)c1	-0.6
N#Cc1ccc(-c2nc3ccc(Br)cn3c2Cc2cccc(F)c2)cc1	2.3
O=C(/C=C/[C@H]1O[C@@H](n2cnc3c(NC(=O)c4ccccc4)ncnc32)[C@H](O)[C@@H]1O)NCc1ccco1	2.8
O=C(C[C@@H]1CC[C@@H]2[C@H](COC[C@H](O)CN2Cc2cccc(C(F)(F)F)c2)O1)NCc1ccc(Cl)cc1	-2.1
CCc1nc2ccc(C(=O)NCc3cccs3)cn2c1N(CCC(C)C)CCN(C)C	1.1
N#Cc1ccc(-c2nc3c4ccccc4ccn3c2Cc2ccccc2C(F)(F)F)cc1	1.7
COC(=O)[C@]12CCCCC=C1N(Cc1ccccc1)C(=O)[C@H](CC(=O)NCc1ccc(OC)c(OC)c1)C2	2.5
C#CCOc1ccc(CNC[C@H]2O[C@@H](n3ccc(=O)[nH]c3=O)[C@H](O)[C@@H]2O)cc1	3.6
COc1ccccc1NC(=O)Nc1nc(C(N)CC(C)C)cs1 (stereo unspecified)	-0.6
COc1ccc(N2C(=O)c3[nH]nc(-c4ccccc4)c3C2c2ccc(Br)cc2)cc1 (stereo unspecified)	0.6
C(=C\c1ccccc1)/CN1CCN(C(c2cc3ccccc3o2)c2nnnn2Cc2ccccc2)CC1 (stereo unspecified)	2.0
CNC(=O)C1CCC(=O)N1Cc1c[nH]c2ccccc12 (stereo unspecified)	3.1
COC(=O)C1=C(C)N(C)C(=NCc2ccc(C(F)(F)F)cc2)NC1c1cccc(Cl)c1 (stereo unspecified)	6.3
Cc1ccccc1-c1cc2nc(NCc3ccc(N(C)C)cc3)n(C)c(=O)c2s1	2.5
COc1ccc2c(c1)[C@@H](NC(=O)c1ccncc1)[C@@H]1Cc3ccccc3[C@H]21	3.6
CCCOc1cccn2c(N(C)C(=O)c3ccccc3F)c(CC)nc12	2.4
COC(=O)[C@@]12C[C@@H](CC(=O)N3CCC(c4ccccc4)CC3)C(=O)N(Cc3ccc4c(c3)OCO4)C1=CCC(C)(C)C2	6.2
COCCNc1nc(Oc2ccccc2)c2sccc2n1	1.6
CC1=C(C(=O)N(C(C)C)C(C)C)CC(CC(=O)NCc2cccc3ccccc23)C(=O)N1CCC1=CCCCC1 (stereo unspecified)	2.8
Cn1c(=O)cc(OCCCC(=O)Nc2cccc(Cl)c2)c2ccccc21	3.6
CC1(C(=O)NC2CCN(Cc3ccccc3)CC2)CCN1Cc1ccc(OC(F)(F)F)cc1 (stereo unspecified)	2.7
CCOC(=O)c1cc2ccccc2n1C1CCN(C)CC1	2.8
COc1ccc(C(C(=O)NC2CCCC2)n2c(CSCCOc3ccccc3)nc3ccccc32)cc1 (stereo unspecified)	-4.6
CN(N=Nc1nc[nH]c1C(N)=O)C1CCCCC1	7.5
CC1ON=C(c2ccccn2)N(Cc2ccc(S(C)(=O)=O)cc2)C1=O (stereo unspecified)	2.6
CC(=O)N1CCN(c2ccc(N3CCN(Cc4ccccc4)[C@H](C)C3)c(C)c2)[C@H](C)C1	3.3
COc1cc(-c2cc(NC(C)=O)c3ncc(-c4ccc(C(C)=O)cc4)n3c2)cc(OC)c1OC	1.6
CCOC(=O)C(CNc1ccc(O)cc1)NC(=O)c1ccccc1 (stereo unspecified)	5.1
Cc1cc(N2CCNC[C@@H]2C)ccc1N1CCN(Cc2ccccc2)[C@H](C)C1	0.3
O=C(N[C@H](Cc1ccccc1)C(=O)N1CCN(c2ccc(Cl)cn2)CC1)[C@H]1O[C@@H](n2ccc(=O)[nH]c2=O)[C@H](O)[C@@H]1O	3.6
COc1ccc(-c2sc3ccccc3c2-c2ccc(OC)cc2F)cc1	0.8
CN1CCCCC(NC(=O)CSc2ccccc2)C1=O (stereo unspecified)	2.6
CCCc1ccc(C(O)c2ncc(-c3ccc(OC)cc3)[nH]2)cc1 (stereo unspecified)	3.8
COC(=O)c1cc2c(c3c4cc(F)ccc4n(S(=O)(=O)c4ccc(C)cc4)c13)C(=O)N(c1ccc(OC)cc1)C2	3.8
CC(C)(C)C1CCN2CCCC(c3ccc([N+](=O)[O-])cc3)(C1)C21OCCO1 (stereo unspecified)	3.6
CCOC(=O)C1(C)CCCN(C(=O)c2ccccc2OC(F)(F)F)C1 (stereo unspecified)	3.5
NC(CCc1ccccc1)c1csc(Nc2ccc(C(=O)c3ccccc3)cc2)n1 (stereo unspecified)	1.2
CC1(Cc2cc(Cl)ccc2C(F)(F)F)C(=O)Nc2cc(C(F)(F)F)ccc21 (stereo unspecified)	-0.8
CSc1cnn(CCC#N)c(=O)n1	8.7
COC(=O)c1ccc2nc(-c3ccc(C)cc3)c(Cc3ccc(C)cc3)n2c1	3.1
O=C(CSCC(=O)NN=Cc1ccccc1)NN=Cc1ccccc1	2.3
COc1ccc(F)cc1-c1cc(C(=O)N2CCc3ccccc3C2)[nH]n1	0.5
CN(C)C(=O)c1cccc(-c2cnc3c(NC=O)cc(-c4ccccc4F)cn23)c1	0.6
CCCCCc1c(-c2ccc(Cl)cc2)ncn1CCc1ccccc1OC	0.2
COc1cccc(C(C(=O)NCc2ccccc2)N2CCN(C(=O)C3CCCO3)CC2)c1OC (stereo unspecified)	1.4
Cc1cc(F)ccc1-c1cc(C(=O)NCc2cccc(C(F)(F)F)c2)[nH]n1	3.0
COCCNc1nc(Oc2ccc(Cl)c(Cl)c2)c2sccc2n1	-0.2
CC(=O)OCC(=O)C1(O)CCC2C3CCC4CC(O)CCC4(C)C3C(=O)CC21C (stereo unspecified)	1.9
COc1ccc(-c2nc3c4ccccc4ccn3c2Cc2ccccc2C(F)(F)F)cc1OC	2.2
O=C(NCc1ccccc1)C(c1ccccc1)n1c(-c2ccccn2)nc2ccccc21 (stereo unspecified)	1.2
COCCCNC(=O)C[C@@H]1C[C@@]2(C(=O)OC)CCCCC=C2N(Cc2cccc3ccccc23)C1=O	3.1
CC(C)C1=CC2C3C(C(C(C)C)=CC(=O)[C@@]3(C)O)C1C(=O)C2(C)O (stereo partly specified)	3.0

Remaining list, next part:
SMILES	phage Ecoli inh
CC(C)C[C@@H]1COc2cccc(NC3CC3)c2S(=O)(=O)N1	0.7
COc1ccc(NC(=O)C2(C)CCCN2C(=O)C(C)C)cc1OC (stereo unspecified)	2.7
C[C@@H](CO)NC(=O)c1[nH]cnc1C(=O)Nc1ccccc1	-0.6
O=C(NC1CCCCC1)C1c2ccccc2OCC(=O)N1Cc1cccnc1 (stereo unspecified)	-0.2
COC(=O)c1ccccc1COc1cccn2c(N(C)CC3CC3)c(C)nc12	2.6
CC1=C(C(=O)N2CCCCCC2)CC(CC(=O)NC2CCCCC2)C(=O)N1CCC1=CCCCC1 (stereo unspecified)	2.4
CCc1nc2c(OCC(=O)C(C)(C)C)cccn2c1N(C)C(=O)c1ccccc1F	-0.8
C[C@@H](NC(=O)[C@@H]1CCCN1C(=O)[C@@H]1CCCN1)c1ccccc1	-0.4
O=c1ccoc2ccccc12	1.3
CC(C)[C@H](NC(=O)OC(C)(C)C)c1cc(C(=O)NCCc2c[nH]c3ccccc23)c(N)s1	0.7
O=C1NC[C@@H](CCCCN2CCN(CCc3ccc(O)cc3)C(=O)C2=O)N(Cc2ccccc2)C1=O	0.9
COc1ccc(-c2csc(C(C)(NC(C)=O)c3ccc(OC)cc3)n2)cc1 (stereo unspecified)	2.5
O=C(NCc1cccnc1)OC1CC2CC1[C@H]1CCCCN1C2=O (stereo partly specified)	0.2
Cc1ccc(NN2C(=O)C=C(c3ccccc3)C2=O)cc1	5.0
CC1(C(=O)O)CCN1C(=O)c1cccc(OC(F)(F)F)c1 (stereo unspecified)	1.1
COc1cccc(NC(=O)N2CCc3nc(Nc4ccc(C(C)C)cc4)ncc3C2)c1	3.5
CC(=O)Nc1ccc(CNc2nc(NCc3cccs3)nc3ccsc23)cc1	-0.3
O=C(C[C@H]1CC[C@@H]2[C@H](COC[C@H](O)CN2Cc2cccc(C(F)(F)F)c2)O1)NCCc1ccccc1	-0.6
Cc1ccc2cc(F)ccc2n1	3.3
COC(=O)[C@@]1(Cc2ccc(OC)cc2)[C@H]2c3cc(C(=O)N4CCCC4)n(CCN4CCOCC4)c3C[C@H]2CN1C(=O)c1ccccc1	-1.5
Cc1nc2c(OCc3ccc(C(F)(F)F)cc3)cccn2c1N(C)C(=O)CCC1CCCC1	1.9
COc1cc(CNC(=O)Nc2nnc([C@@H]3C[C@H](O)[C@@H](CO)O3)s2)cc(OC)c1OC	4.8
CCCCC[C@@H](C)N1C[C@@H](COCc2ccccc2)Oc2cc(N3CCC[C@@H]3COC)ccc2S1(=O)=O	7.6
COC(=O)C[C@@H]1CC[C@@H](NS(=O)(=O)c2ccc(OC)cc2)[C@@H](CO)O1	4.0

3 of the compounds above, as labelled records:
O=C(C[C@H]1CC[C@@H]2[C@H](COC[C@H](O)CN2Cc2cccc(C(F)(F)F)c2)O1)NCCc1ccccc1
  phage Ecoli inh: -0.6
COc1cc(CNC(=O)Nc2nnc([C@@H]3C[C@H](O)[C@@H](CO)O3)s2)cc(OC)c1OC
  phage Ecoli inh: 4.8
CC1(C(=O)O)CCN1C(=O)c1cccc(OC(F)(F)F)c1 (stereo unspecified)
  phage Ecoli inh: 1.1

Next records follow:
SMILES	phage Ecoli inh
CCCCCCCCN1C(=O)[C@H](CC(=O)NCc2cccs2)C[C@@]2(C(=O)OC)CCCCC=C12	1.1
O=C(NC1CCCCC1)C(c1ccc(C(F)(F)F)cc1)n1c(=O)c(-c2ccco2)nc2ccccc21 (stereo unspecified)	3.3
COc1cc(OC)cc(-c2noc(-c3csc([C@@H]4O[C@H](CO)[C@H](O)[C@H](O)[C@H]4O)n3)n2)c1	-0.2
COc1ccc(C(O)c2ncc(-c3ccccc3C)[nH]2)cc1 (stereo unspecified)	3.3
CCN1C(=O)N(C(C)=O)[C@@H]2C[C@H](C(=O)N3CCCC3)[C@H](C)[C@H](c3ccccc3)C[C@@H]21	4.6
COC(=O)C1=C(C)N(CC(C)C)C(=S)NC1c1cccc(F)c1 (stereo unspecified)	1.6
O=C(NCc1ccncc1)C1Cc2c(-c3ccccc3Oc3ccccc3)ccnc2O1 (stereo unspecified)	-0.5
Nc1ccn(C(C=O)CC(C=O)CO)c(=O)n1 (stereo unspecified)	1.7
Cc1cn([C@H]2C[C@H](O)[C@@H](/C=C/C(=O)NCCC(C)C)O2)c(=O)[nH]c1=O	2.2
CC(C)CCNC(=O)C1(C)CCN1Cc1ccc(-c2ccccn2)cc1 (stereo unspecified)	4.1
Cn1cnc(S(=O)(=O)N2CCCCC2c2cc(C(=O)Nc3cccc4c3CCCC4)no2)c1 (stereo unspecified)	0.1
CC(=O)NC(c1cccc(F)c1)c1nc(-c2cccc(C(C)C)c2)cs1 (stereo unspecified)	4.4
O=S1(=O)c2ccc(Br)cc2OC2CCCN1C2 (stereo unspecified)	1.8
C[C@@H]1CN([C@@H](C)CO)C(=O)CCCn2nncc2CO[C@H]1CN(C)CC1CCCCC1	0.9
CC(C)NC(=O)c1ccc2nc([C@@H]3O[C@H](CO)[C@H](O)[C@H](O)[C@H]3O)[nH]c2c1	3.8
CCOC(=O)C1CSCCS(=O)(=O)N1Cc1ccccc1C (stereo unspecified)	1.8
COc1ccc(-n2nnnc2C(c2ccnc3ccccc23)N2CCN(C/C=C/c3ccccc3)CC2)cc1 (stereo unspecified)	1.5
CN(C)c1ncnc2c1ncn2[C@H]1CN(Cc2cccs2)C[C@@H](CO)O1	-0.5
C[C@H](O)[C@@H]1C(=O)N2CCc3c([nH]c4c(-c5ccccc5)cccc34)[C@@H]2C[C@@H]1N(C)C(=O)OCc1ccccc1	-0.9
COC(=O)[C@]12C[C@H](CC(=O)N3CCN(C(=O)c4ccco4)CC3)C(=O)N(CCC3=CCCCC3)C1=C[C@H](C(C)(C)C)O[C@@H]2C	2.6
COc1ccc(NC(=O)C2(C)CCN2C(=O)CC2CCCC2)cc1OC (stereo unspecified)	2.8
Cc1cc(C)c(C(O)c2ncc(-c3cccc4ccccc34)[nH]2)c(C)c1 (stereo unspecified)	1.7
CCc1nc2c(OCC3CCCCC3)cccn2c1N(C)C(=O)c1ccc(OC)cc1	3.3

Structural class, the entries above with a CF3 group.
SMILES	phage Ecoli inh
O=C(C[C@@H]1CC[C@@H]2[C@H](COC[C@H](O)CN2Cc2cccc(C(F)(F)F)c2)O1)NCc1ccc(Cl)cc1	-2.1
N#Cc1ccc(-c2nc3c4ccccc4ccn3c2Cc2ccccc2C(F)(F)F)cc1	1.7
COC(=O)C1=C(C)N(C)C(=NCc2ccc(C(F)(F)F)cc2)NC1c1cccc(Cl)c1 (stereo unspecified)	6.3
CC1(C(=O)NC2CCN(Cc3ccccc3)CC2)CCN1Cc1ccc(OC(F)(F)F)cc1 (stereo unspecified)	2.7
CCOC(=O)C1(C)CCCN(C(=O)c2ccccc2OC(F)(F)F)C1 (stereo unspecified)	3.5
CC1(Cc2cc(Cl)ccc2C(F)(F)F)C(=O)Nc2cc(C(F)(F)F)ccc21 (stereo unspecified)	-0.8
Cc1cc(F)ccc1-c1cc(C(=O)NCc2cccc(C(F)(F)F)c2)[nH]n1	3.0
COc1ccc(-c2nc3c4ccccc4ccn3c2Cc2ccccc2C(F)(F)F)cc1OC	2.2
CC1(C(=O)O)CCN1C(=O)c1cccc(OC(F)(F)F)c1 (stereo unspecified)	1.1
O=C(C[C@H]1CC[C@@H]2[C@H](COC[C@H](O)CN2Cc2cccc(C(F)(F)F)c2)O1)NCCc1ccccc1	-0.6
Cc1nc2c(OCc3ccc(C(F)(F)F)cc3)cccn2c1N(C)C(=O)CCC1CCCC1	1.9
O=C(NC1CCCCC1)C(c1ccc(C(F)(F)F)cc1)n1c(=O)c(-c2ccco2)nc2ccccc21 (stereo unspecified)	3.3
